# Source: PubChem
# ABCB6 inh 2: human ABCB6 transporter inhibition. 0.19% of 360,000 active. fluorescence ratio to DMSO, % at 10 µM. Q9NP58. K562-ABCB6 porphyrin accumulation, flow cytometry, 1 h; hits give low values;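 active means fluorescence ratio to DMSO below 75%, the collection mean minus 3 SD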;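 further: signal is porphyrin accumulated inside mitochondria; 100% equals median channel fluorescence of DMSO control wells; lower ratio means ABCB6 inhibition with less porphyrin fluorescence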
# aDG glyco act: alpha-DG glycosylation activation | Pro5-aDG cells, alpha-DG glycosylation AlphaScreen (IIH6); 0% Pro5, 100% B10-LARGE cell signal | activation, % at 10 µM | 0.22% of 360,000 active | AID 624168;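 active means activation of at least 8% versus controls, or a plate z-score of at least 8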;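 further: Pro5 are CHO cells carrying HIG-tagged alpha-DG that lacks glycosylation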
# N-glyco inh: blocks N-linked glycosylation in D54 reporter cells; D54 ERlucT glycosylation luciferase reporter, 24 h; percent of 100 nM tunicamycin response; reporter increase, % at 12.5 µM; 0.23% of 360,000 active; AID 588692;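 active means mean luciferase reporter signal, scaled so untreated is 0 and the glycosylation-blocking control 100, at or above a set limit in every replicate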;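 further: luciferase carries N-glycosylation sites so blocking glycosylation raises the light; 0% = median of neutral control wells and 100% = median of 100 nM tunicamycin wells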
# MC4R antag cAMP: blocks human MC4R cAMP signaling; P32245; MC4R-expressing cells, MTII-stimulated cAMP, LANCE TR-FRET; inhibition, % at 6.5 µM; AID 540295; 0.48% of 360,000 active;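 active means inhibition above its plate's cutoff, the mean of tested wells on that plate plus 3 SD, cut at about 29% in these data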;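 further: 0% = Melanotan II alone and 100% = Melanotan II plus saturating MCL0020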
# Target sequence (P32245 whole entry, looked up): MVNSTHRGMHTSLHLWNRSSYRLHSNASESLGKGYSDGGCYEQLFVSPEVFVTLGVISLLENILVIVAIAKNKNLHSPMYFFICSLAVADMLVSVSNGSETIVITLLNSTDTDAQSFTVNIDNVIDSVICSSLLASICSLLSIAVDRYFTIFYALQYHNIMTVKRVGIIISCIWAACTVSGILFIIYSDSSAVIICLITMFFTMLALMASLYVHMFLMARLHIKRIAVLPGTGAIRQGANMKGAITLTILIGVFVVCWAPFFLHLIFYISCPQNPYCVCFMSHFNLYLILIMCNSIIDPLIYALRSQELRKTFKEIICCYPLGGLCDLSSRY
#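 Assay system: U2OS cells stably expressing human melanocortin 4 receptor (MC4R) / Dosing: 6.5 µM / Timing: compound 30 min, challenge 1 h, detection 1 h / Measured by: Eu-cAMP/anti-cAMP TR-FRET, emission 671 nm / Replicates: singlicate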
# Vif inh: HIV Vif inhibition | inhibition, % at 7.49 µM | 0.35% of 340,000 active | HEK293T cells, Vif self-association by quenched fluorescence, imaging, 24 h; in the data active means inhibition above about 50%, passing the limit was not always enough; further: some results filed as inactive read as strong as hits
# TLR9-MyD88 block: TLR9-MyD88 interaction inhibition; Q9NR96+Q99836; CHO BLA complementation TLR9-MyD88, CCF4 FRET ratio; inhibition, % at 4.98 µM; 0.21% of 340,000 active; AID 504734;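 active means inhibition above the mean over all tested compounds plus 3 SD, cut at about 21% in these data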;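 further: 0% = DMSO only wells and 100% = clavulanate BLA inhibitor control wells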
# ABHD5-PLIN5 inh: blocks binding of human ABHD5 to perilipin-5 | 0.78% of 360,000 active | inhibition, % at 4 µM | Split G. princeps luciferase complementation, luminescence, 4 h;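 active means inhibition above the mean inhibition across every tested compound plus 3 SD, cut at about 22% in these data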;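 further: 0% = DMSO only wells and the 100% control is not disclosed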
# NOD2-RIPK2 inh: NOD2-RIPK2 protein interaction inhibition | AID 624267 | 0.38% of 360,000 active | inhibition, % at 4.98 µM | O43353 | CHO BLA complementation NOD2-RIPK2, CCF4 ratio; in the data active means inhibition above about 21%;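 further: 0% = vehicle only and 100% = reference blocker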
# Target sequence (O43353 whole entry, looked up): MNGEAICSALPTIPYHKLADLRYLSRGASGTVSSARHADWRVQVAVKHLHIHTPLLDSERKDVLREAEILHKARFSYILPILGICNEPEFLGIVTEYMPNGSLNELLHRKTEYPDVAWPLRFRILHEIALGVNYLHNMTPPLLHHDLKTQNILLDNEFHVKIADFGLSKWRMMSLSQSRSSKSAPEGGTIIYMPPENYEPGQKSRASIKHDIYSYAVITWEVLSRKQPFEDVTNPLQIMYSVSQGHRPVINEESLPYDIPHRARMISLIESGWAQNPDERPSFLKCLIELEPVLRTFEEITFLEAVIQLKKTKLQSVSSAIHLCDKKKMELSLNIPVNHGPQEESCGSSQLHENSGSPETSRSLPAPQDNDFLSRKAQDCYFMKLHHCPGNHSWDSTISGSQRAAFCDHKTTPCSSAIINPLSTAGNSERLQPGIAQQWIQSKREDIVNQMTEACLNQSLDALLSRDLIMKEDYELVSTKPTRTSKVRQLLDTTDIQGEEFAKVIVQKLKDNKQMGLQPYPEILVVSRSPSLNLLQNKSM
# MC4R barr agon: activates human MC4R beta-arrestin recruitment; 0.98% of 360,000 active; U2OS MC4R beta-arrestin complementation, luminescence; percent of melanotan II response, DMSO zero; activation, % at 8.9 µM; P32245;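 active means activation above a per-plate cutoff, the mean activation of sample wells on that plate plus 3 SD, cut at about 8% in these data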
# Granule exo inh: lytic granule exocytosis inhibition. TALL-104 LAMP-1 surface exposure, flow cytometry; cells stimulated with thapsigargin and PMA. inhibition, % at 10 µM. 0.66% of 360,000 active. AID 651702;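 active means inhibition above about 55%, limit read from the data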
# Starred values were filed as active, the others as inactive; / = no result given. A portion of the library; count on the stated rates, not on these rows.
SMILES,ABCB6 inh 2,aDG glyco act,N-glyco inh,MC4R antag cAMP,Vif inh,TLR9-MyD88 block,ABHD5-PLIN5 inh,NOD2-RIPK2 inh,MC4R barr agon,Granule exo inh
Cc1ncoc1C(=O)N1CCc2c([nH]c3ccccc23)C1C1CCCCC1 (configuration not stated),98.0,-0.1,1.9,1.5,3.6,5.5,0.6,4.3,0.1,-0.1
COc1ccc(CNC(=O)CSc2nnnn2-c2ccccc2)cc1,98.0,0.3,0.7,11.2,14.9,5.4,-2.6,3.7,-0.3,2.4
COc1ccc(S(=O)(=O)N(C)CC(=O)N2CCC(C(N)=O)CC2)cc1Cl,99.0,-0.1,-0.1,4.2,-0.6,-14.4,-3.0,-1.5,-1.7,-0.8
CC(=O)C1=C(C)Nc2ncnn2C1c1ccccc1 (configuration not stated),101.0,-0.1,-0.2,4.6,/,14.6,-5.8,-7.7,-1.1,-14.1
CCOc1cccc(CN2CCC(n3nccc3NC(=O)C3CCCC3)CC2)c1,98.0,-0.4,-1.1,9.3,8.4,-3.1,-2.4,-8.9,3.9,-11.6
O=C(O)c1cccc2c1C(=O)N(c1ccc3c(c1)Cc1ccccc1-3)C2=O,92.0,0.4,1.7,3.8,-5.3,0.6,-2.9,-2.4,-1.3,2.6
CC(Oc1ccccc1F)c1nnc(SCC(=O)NCc2ccc3c(c2)OCO3)o1 (configuration not stated),100.0,0.2,-4.6,-7.0,1.2,-1.2,-10.1,-1.6,-0.3,-1.9
CC1CCCCN1S(=O)(=O)c1ccc2c(c1)oc(=O)n2CC(=O)O (configuration not stated),96.0,0.1,0.4,4.5,/,-1.5,-1.3,-4.7,-1.2,-1.8
Cc1ccc(S(=O)(=O)N2CCCCC2)cc1NCC(=O)Nc1ccc(Br)cc1F,105.0,2.4,-4.1,9.2,-28.7,3.7,-5.8,-7.1,4.8,6.9
COc1ccc(C(CCN2CCOCC2)c2c(OC)cc(OC)c3c(C)cc(=O)oc23)cc1 (configuration not stated),95.0,0.3,-0.6,0.7,-0.6,0.5,-1.9,-1.0,-1.5,8.5
COc1ccc(/C=C/C(=O)Nc2cccc(N3CCOCC3)c2)cc1OC,89.0,-0.4,-0.3,-6.6,-2.3,3.8,0.5,7.7,-1.8,1.5
CC(Oc1ccc(Cl)cc1)C(=O)/C=C/N(C)C (configuration not stated),99.0,-0.2,1.3,-4.5,18.1,-7.8,4.8,-0.4,-0.7,-1.2
O=C1NN(c2ccccc2)C(=O)C1=Cc1ccccc1,96.0,0.0,-0.3,-2.4,3.7,2.7,-3.8,-3.6,-1.6,-6.7
C=C(C)Cn1c(CCNC(=O)CC)nc2ccccc21,96.0,0.5,0.8,0.9,4.3,-8.8,0.6,-4.4,1.3,0.6
O=C(NCc1ccccc1Cl)c1nnc(CS(=O)(=O)c2ccccc2)o1,93.0,-0.5,0.5,4.3,0.7,-3.5,1.6,-1.0,1.3,-3.2
CS(=O)(=O)N1CC2CCCN2c2cc(C(F)(F)F)ccc21 (configuration not stated),90.0,0.0,-0.9,5.2,25.5,-15.3,1.0,0.1,1.4,-3.4
COc1ccc(C(=O)N(CCCO)Cc2cc3c(C)ccc(C)c3[nH]c2=O)cc1OC,102.0,-0.1,0.6,0.5,6.3,6.9,0.6,-3.5,-0.3,-1.2
CCOC(=O)c1c(-c2ccccc2)nc2c(C)cccn12,101.0,-0.1,7.7,-7.4,3.3,3.1,-5.5,-5.0,-1.3,-2.2
CC1CCN(C(=S)c2ccc(O)cc2)CC1,98.0,-0.3,-2.2,1.1,5.8,-3.8,-3.9,2.0,-2.0,1.3
N#Cc1ccc(-c2ccc(OCC(O)CN3CCCCC3)cc2)cc1 (configuration not stated),99.0,0.4,-1.1,2.8,1.6,2.2,1.3,-4.4,-1.1,6.3
Cc1ccc(S(=O)(=O)CC(CN2CCCCC2)N2CCCCC2)cc1 (configuration not stated),88.0,-0.4,-11.0,-2.9,8.6,-2.0,7.8,0.2,0.4,-7.0
Cc1ccc(NC(=O)CNC(=O)c2cccc(Cl)c2)nc1,98.0,0.0,-3.5,-0.4,/,-3.8,6.8,-7.8,-2.0,-5.4
O=C(NCc1cccc(Br)c1)C1CC2Cn3c(nc4ccccc43)C2N1Cc1ccccc1 (configuration not stated),100.0,1.2,1.1,8.3,-1.2,3.6,-1.2,11.6,-1.1,5.1
Cc1cc(C(=O)CSc2nnc(-c3cccs3)n2Cc2ccccc2)c(C)n1C,105.0,0.6,-3.3,13.2,/,-12.0,12.6,0.4,-1.2,-3.0

# Some entries already given, limited to MC4R barr agon and aDG glyco act:
Molecule | MC4R barr agon | aDG glyco act
O=C1NN(c2ccccc2)C(=O)C1=Cc1ccccc1 | -1.6 | 0.0
C=C(C)Cn1c(CCNC(=O)CC)nc2ccccc21 | 1.3 | 0.5

# Going on with the list.
SMILES,ABCB6 inh 2,aDG glyco act,N-glyco inh,MC4R antag cAMP,Vif inh,TLR9-MyD88 block,ABHD5-PLIN5 inh,NOD2-RIPK2 inh,MC4R barr agon,Granule exo inh
O=C(NCc1cccnc1)Nc1ccc(Br)cc1Cl,98.0,0.3,0.2,-1.6,-9.8,-9.5,10.6,-2.5,-1.7,-1.2
CC(OC(=O)c1nc(Cl)ccc1Cl)C(=O)c1ccccc1 (configuration not stated),98.0,-0.3,0.5,-1.9,-1.0,-12.0,-0.1,-4.3,-2.7,-2.1
COc1ccc(Cl)cc1NC(=O)CN(C)C(=O)CNC(=O)C12CC3CC(CC(C3)C1)C2,99.0,-0.5,-0.1,10.8,-0.7,1.3,6.3,0.7,-2.1,-0.4
Cc1sc(NC(=O)/C=C/C(=O)O)c(C(N)=O)c1-c1ccc(C(C)(C)C)cc1,99.0,0.6,7.8,1.4,-7.5,1.3,1.7,-8.9,-1.1,5.4
c1ccc2nc(N3CCOCC3)cnc2c1,98.0,0.1,4.6,8.2,24.0,2.2,0.0,-10.4,-1.1,1.8
CCn1c(SCC(=O)N2c3ccccc3Sc3ccccc32)nc2c1c(=O)n(C)c(=O)n2C,100.0,0.0,-2.4,-13.7,/,5.8,6.7,2.3,1.9,-3.7
CC1CCCN(c2ncnc3c2cnn3-c2ccc(Cl)cc2)C1 (configuration not stated),96.0,-0.1,-19.5,13.2,-5.1,-8.4,-3.4,-2.5,0.7,-4.2
CSc1ccc(CN2CCC(n3nccc3NC(=O)CCCc3ccccc3)CC2)cc1,99.0,-0.1,-3.1,-4.0,-14.3,-3.7,2.6,7.5,-1.8,3.6
Cc1sc2ncnc(N3CCC(C(=O)NNC(=O)COc4cccc(C(F)(F)F)c4)CC3)c2c1C,93.0,0.0,-2.0,6.3,-15.9,7.4,-9.3,3.2,-1.3,-3.2
Clc1cccc(-c2nnc3n2CCCCC3)c1,93.0,0.3,-0.5,5.0,-1.1,-2.1,-3.0,-17.1,-3.5,-2.5
Cc1c(C(=O)OCC(=O)Nc2ccc(C(N)=O)cc2)cccc1[N+](=O)[O-],115.0,0.3,-1.5,9.3,1.7,4.3,7.5,-7.5,-2.4,-0.1
COc1cc2cc(CN(CCO)S(=O)(=O)c3ccccc3Cl)c(=O)[nH]c2cc1OC,92.0,0.1,4.2,-0.7,-3.1,4.6,10.2,-6.8,0.8,-2.4
S=C(NCCc1ccccc1)N/N=C/c1ccc(Cl)cc1,98.0,-0.2,1.9,0.5,11.8,0.2,-8.1,9.1,0.9,-11.3
O=C(Nc1cccc(NC(=O)c2ccc(-c3ccc(Br)cc3)o2)c1)c1ccco1,97.0,0.2,-0.2,17.7,-3.9,-7.8,8.9,5.0,0.7,5.6
C[C@H]1CN([C@@H](C)CO)S(=O)(=O)c2ccc(Br)cc2O[C@H]1CN(C)C(=O)c1cnccn1,97.0,0.0,0.6,14.6,-17.9,5.7,-11.4,-12.5,-0.7,0.0
COc1cccc(CC(=O)OCC(=O)NC(C)c2ccc(F)cc2)c1 (configuration not stated),109.0,-0.2,1.1,-3.1,-1.2,-11.5,-4.3,-6.2,0.9,-5.4
CN(C)c1ccc(Cl)c(NC(N)=S)c1,100.0,-0.1,3.3,1.0,-4.5,12.1,-3.4,-3.2,-1.0,-0.9
Cn1c(-c2sc3cc(C(F)(F)F)cnc3c2-c2ccccn2)n[nH]c1=S,84.0,0.1,1.3,-2.9,4.3,/,-3.6,-2.6,-0.4,-0.4
O=C(NCc1cccnc1)c1cccc(S(=O)(=O)N2CCCC2)c1,98.0,0.0,0.5,13.9,10.4,-5.3,-2.6,7.5,-2.3,-7.8
O=C(NCCCN1CCCC1=O)c1cccc(NS(=O)(=O)c2ccccc2)c1,99.0,-0.1,1.2,2.0,15.9,-0.2,0.2,2.0,-1.4,-4.7
COc1ccc(N(CC(=O)NCCC2=CCCCC2)S(=O)(=O)c2ccccc2F)cc1,95.0,0.3,-2.1,5.8,-1.3,2.0,-3.8,4.7,0.3,-8.7
CCCCC[C@H]1CN(CCCC)C(=O)[C@@H]1CC(=O)NCc1ccc(OC)cc1,100.0,0.5,-0.4,6.6,2.8,1.1,-2.0,2.7,1.4,2.2
COc1cc(OC)c(S(=O)(=O)Nc2ccc(C(=O)N3CCCC3)cc2)cc1NC(C)=O,99.0,0.1,2.1,14.0,7.4,-8.4,0.5,-1.8,-5.1,0.1
CCOc1ccccc1/C=C/c1onc(C)c1S(=O)(=O)N1CCC(C(=O)NC)CC1,99.0,0.1,1.7,7.0,2.5,7.1,6.2,-2.8,-1.6,-4.5
COC(=O)CCCC1=CC2=CC(=O)C(C)(OC(=O)c3cccs3)C(=O)C2=CN1C1CCCC1 (configuration not stated),98.0,0.1,-0.4,1.1,-2.6,-0.6,-14.4,6.7,-2.9,14.7
O=[N+]([O-])c1ccc(N=Cc2ccc(Br)c([N+](=O)[O-])c2)cc1,102.0,0.3,8.1,7.0,5.4,9.3,-5.7,6.4,-1.8,-2.9
CCC(C)NC(=O)CCCc1ccccc1 (configuration not stated),93.0,-0.1,-0.3,6.1,12.2,-2.1,-1.3,-3.9,-1.4,1.8
O=c1c2sccc2nc(SCc2cc(=O)n3cc(Cl)ccc3n2)n1Cc1ccccn1,93.0,-0.8,1.5,-11.6,-3.7,0.5,2.4,9.7,-1.7,4.3

# 4 records drawn at random from those above, as already listed:
SMILES,ABCB6 inh 2,aDG glyco act,N-glyco inh,MC4R antag cAMP,Vif inh,TLR9-MyD88 block,ABHD5-PLIN5 inh,NOD2-RIPK2 inh,MC4R barr agon,Granule exo inh
O=[N+]([O-])c1ccc(N=Cc2ccc(Br)c([N+](=O)[O-])c2)cc1,102.0,0.3,8.1,7.0,5.4,9.3,-5.7,6.4,-1.8,-2.9
COC(=O)CCCC1=CC2=CC(=O)C(C)(OC(=O)c3cccs3)C(=O)C2=CN1C1CCCC1 (configuration not stated),98.0,0.1,-0.4,1.1,-2.6,-0.6,-14.4,6.7,-2.9,14.7
O=c1c2sccc2nc(SCc2cc(=O)n3cc(Cl)ccc3n2)n1Cc1ccccn1,93.0,-0.8,1.5,-11.6,-3.7,0.5,2.4,9.7,-1.7,4.3
CCC(C)NC(=O)CCCc1ccccc1 (configuration not stated),93.0,-0.1,-0.3,6.1,12.2,-2.1,-1.3,-3.9,-1.4,1.8
